ZTA counter: blocks Epstein-Barr virus ZTA, an EBNA-1 counter-screen; 0.15% of 320,000 active; ZTA-DNA binding, fluorescence polarization; P03206; inhibition, % at 11 µM; in the data active = inhibition above about 33%
EBNA-1 inhibitor: blocks EBNA-1 binding to DNA. EBNA-1 DNA binding, fluorescence polarization. inhibition, % at 14.8 µM. 0.34% of 300,000 active. AID 1950; in the data active = inhibition above about 28%
RPL19A-GFP yeast: alters RPL19A-GFP fluorescence in TOR pathway yeast screen. 0.3% of 330,000 active. percent response vs DMSO, % at 10 µM. AID 2025. S. cerevisiae RPL19A-GFP strain, flow cytometry, 3 h; hits give low values;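 active = percent response vs DMSO below 50%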;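 note: median channel GFP fluorescence of the barcoded RPL19A-GFP strain; ratio of sample median GFP to plate DMSO average so 100% = DMSO; lower means less RPL19A-GFP as with rapamycin TOR inhibition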
procasp7 counter: counter-screen: procaspase-7 (human) activation; 0.093% of 330,000 active; recombinant procaspase-7, Ac-DEVD-pNA absorbance 405 nm; D23A/D198A/D206A triple mutant, cannot self-cleave; scale: DMSO 0, 5 µM enzyme 100; P55210; activation, % at 8.5 µM;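 active = percent activation above the screen-wide mean plus 3 SD, cut at about 25% in these data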
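System: Procaspase-7 triple mutant (PC-7 D3A); measure: % activation from two-timepoint absorbance difference, scaled to controls; times: 1 h compound preincubation, 2 h substrate cleavage, 25 °C; also added: Ac-DEVD-pNA substrate, 400 µM as added; measured by: Epi-absorbance of released pNA at 405 nm, two timepoints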
proCasp3 act: activators of human procaspase-3; activation, % at 8.5 µM; 0.11% of 330,000 active; recombinant procaspase-3 D3A, Ac-DEVD-pNA absorbance 405 nm; P42574;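 active = activation above the mean of all tested compounds plus 3 SD, cut at about 21% in these data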;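 note: 0% = DMSO alone and 100% = DMSO wells spiked with extra 5 µM PC-3 D3A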
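System: Procaspase-3 D3A mutant. Medium: Zinc-free 300 mM NaCl, 50 mM HEPES, 0.01% Triton X-100. Schedule: 1 h preincubation plus 2 h reaction at 25 °C. Measured by: 405 nm absorbance of p-nitroaniline, reads at 0 and 120 min. Read-out: percent activation relative to control range.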
MEP2-GFP yeast: yeast TOR pathway MEP2-GFP modulation; S. cerevisiae MEP2-GFP strain, flow cytometry GFP, 3 h; 100% = DMSO control level; GFP response vs DMSO, % at 10 µM; 0.51% of 330,000 active; AID 2016;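 active = GFP response versus DMSO above a set limit, roughly screen mean plus 3 SD, cut at about 180% in these data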;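 note: median GFP fluorescence of the barcode-gated MEP2-GFP cells per well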
LAP4-GFP MLPCN: modulators of TOR pathway LAP4-GFP in S. cerevisiae; S. cerevisiae LAP4-GFP multiplex, flow cytometry GFP, 3 h; median GFP as percent of DMSO wells; GFP response vs DMSO, % at 10 µM; 0.34% of 320,000 active; AID 2023;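 active = GFP response vs DMSO above a set limit, about the screen mean plus 3 SD, cut at about 150% in these data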
AHR activator: human AHR activation. 2.5% of 320,000 active. AHR-responsive luciferase reporter cells, luminescence. activation, % at 5 µM. AID 2796; in the data active = activation above about 47%;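 note: 0% = vehicle wells and 100% = reference agonist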
Target sequence (P35869 whole entry, looked up): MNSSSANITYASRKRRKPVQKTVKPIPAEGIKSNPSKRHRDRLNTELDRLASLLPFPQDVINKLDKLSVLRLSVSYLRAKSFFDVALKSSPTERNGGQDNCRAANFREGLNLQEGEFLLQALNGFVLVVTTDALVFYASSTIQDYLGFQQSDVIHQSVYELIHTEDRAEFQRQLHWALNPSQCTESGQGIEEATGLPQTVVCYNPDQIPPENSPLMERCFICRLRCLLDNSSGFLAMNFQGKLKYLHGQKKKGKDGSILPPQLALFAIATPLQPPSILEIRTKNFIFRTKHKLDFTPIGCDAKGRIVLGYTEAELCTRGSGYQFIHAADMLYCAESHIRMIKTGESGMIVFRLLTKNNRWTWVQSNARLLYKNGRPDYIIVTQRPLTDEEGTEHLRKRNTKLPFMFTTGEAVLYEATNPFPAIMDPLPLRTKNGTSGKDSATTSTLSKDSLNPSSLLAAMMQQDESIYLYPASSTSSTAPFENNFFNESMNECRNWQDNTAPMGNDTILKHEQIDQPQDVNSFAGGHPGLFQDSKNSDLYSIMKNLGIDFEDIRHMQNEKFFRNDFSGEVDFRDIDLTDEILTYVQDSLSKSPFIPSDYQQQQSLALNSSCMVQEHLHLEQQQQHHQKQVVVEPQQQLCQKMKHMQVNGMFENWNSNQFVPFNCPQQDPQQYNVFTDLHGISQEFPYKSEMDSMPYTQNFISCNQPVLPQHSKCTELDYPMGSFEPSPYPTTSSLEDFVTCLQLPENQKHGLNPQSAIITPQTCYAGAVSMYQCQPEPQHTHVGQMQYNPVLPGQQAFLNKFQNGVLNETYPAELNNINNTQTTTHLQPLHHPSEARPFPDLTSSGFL
Starred values were filed as active, the others as inactive; · = no result given; [ ] = dose if it differs, or a comment.

Under each structure – ZTA counter, EBNA-1 inhibitor, RPL19A-GFP yeast, procasp7 counter, proCasp3 act, MEP2-GFP yeast, LAP4-GFP MLPCN, AHR activator
C=CCC1NS(=O)(=O)OC2CCCC12 (stereo unspecified)
 : -17, 14, 99, 3, 6, 89, 112, 1
CCOC(=O)c1cc(C(=O)OCC)c(=O)[nH]c1C
 : -8, -3, 108, 2, 9, 104, 105, -2
COc1ccc(C(=O)N2CCCC(Nc3ccc(F)cc3)C2)cc1F (stereo unspecified)
 : 0, -4, 101, 7, 0, 105, 103, -1
CC(CCc1ccc(O)cc1)NC1C2CC3CC(C2)CC1C3 (stereo unspecified)
 : -7, 2, 101, 4, -3, 99, 98, -1
CCOC(=O)COn1c(-n2nc(C)cc2C)nc2ccccc2c1=O
 : -6, 19, 100, 0, 5, 104, 90, 2
O=C(NCc1ccc2c(c1)OCO2)c1cc2ncc(Br)cn2n1
 : -3, -15, 102, 3, 0, 109, 102, 7
CC(C)(C)N1CC(C(=O)Nc2cccc(Cl)c2Cl)CC1=O (stereo unspecified)
 : 4, 7, 101, 10, 0, 102, 93, 1
Cc1ccc(C(=O)N/C(=C/c2cccc([N+](=O)[O-])c2)C(=O)NCC2CCCO2)cc1 (stereo unspecified)
 : 13, 0, 111, 4, 3, 105, 98, 0
CCN1/C(=C\C=C2\C(=O)N(C)C(=S)N2C)Sc2ccccc21
 : 24, 8, 97, -1, -8, 91, 103, -2
CCN(C(=O)CN1C(=O)/C(=C/c2ccc(F)cc2)SC1=S)C1CCS(=O)(=O)C1 (stereo unspecified)
 : -11, -6, 98, -7, -7, 98, 92, -2
O=C(Nc1ccccc1N1CCCC1)C1CCN(S(=O)(=O)c2ccccc2)CC1
 : -1, 0, 97, 5, 4, 94, 103, 3
Cc1cccc(C(=O)OC(C)CN2CCN(C)CC2)c1 (stereo unspecified)
 : -7, 1, 105, -7, 4, 112, 99, -3
O=C(Nc1ccc(Cl)cc1)N1CCOCC1
 : -13, -18, 93, -1, -4, 95, 85, 16
O=C(CN1C(=O)c2ccccc2S1(=O)=O)c1ccccc1Cl
 : 7, 5, 92, 6, -7, 88, 90, -18
Clc1ccc(-n2nnnc2-c2ccno2)cc1
 : 11, -5, 98, 6, -5, 92, 105, -1
Cn1nc(C(F)(F)F)c(/C=N/OC(=O)c2ccccc2)c1Sc1ccc(Cl)cc1
 : 3, 3, 88, 10, -3, 90, 85, -1
COc1ccc(OCCOC(=O)c2ccc(-n3cnnn3)cc2)cc1
 : 2, 10, 92, 12, 4, 101, 107, 2
CCCCN(C(=O)CSc1nnnn1C)C1CCS(=O)(=O)C1 (stereo unspecified)
 : -12, ·, 95, 14, 10, 96, 97, 0
Fc1cccc(Cl)c1Cn1nnc2c(-n3ccnc3)ncnc21
 : 1, 7, 102, -1, -3, 105, 101, 7
Cc1[nH]c2ccccc2c1C(=O)C(C)OC(=O)c1ccc(NC(=O)CC#N)cc1 (stereo unspecified)
 : -20, -11, 99, 5, -8, 99, 107, 11
Cc1cc(-c2nn(-c3ccccc3F)cc2CN2CCC(O)CC2)c(C)s1
 : 2, 1, 98, -2, 9, 99, 105, 7
Cc1cc(C)cc(NC(=O)N2CCN(Cc3ccc4c(c3)OCO4)CC2)c1
 : 0, 7, 102, 1, -2, 102, 107, 0
Cc1ccsc1/C=N/n1c(COc2ccccc2)n[nH]c1=S
 : -8, -4, 111, -26, -12, 101, 94, 23
CC1=CC2CC1C1C(=O)N(c3ccc(S(=O)(=O)Nc4nc(C)cc(C)n4)cc3)C(=O)C21 (stereo unspecified)
 : -3, -9, 101, 2, -6, 105, 98, 1
CC(C)COP(=O)(c1ccc(N(C)C)cc1)C(Nc1ccccc1)c1cccnc1 (stereo unspecified)
 : -9, -12, 100, 8, 6, 101, 99, 3
CN(C)CCCOc1ccc(Cl)cc1Br
 : 14, 8, 99, 4, -2, 103, 101, 1
N=c1c(C(=O)NC2CCCC2)cc2c(=O)n3ccccc3nc2n1CCCN1CCOCC1
 : -15, 0, 51[may fluoresce violet], -8, -13, 184*[may fluoresce violet], 74[may fluoresce violet], -1
O=C(NCCN1CCOCC1)c1c(O)nc2ccccn2c1=O
 : 8, -10, 100, -2, 2, 96, 93, 2
O=C(Cn1cnc2c(OCc3ccccc3)ncnc21)NCCCn1ccnc1
 : ·, ·, 88, 1, 3, 88, 84, -1
Oc1ccc(C2=Nn3c(nnc3-c3ccco3)SC2)cc1O
 : 2, 0, 101, -14, -7, 100, 97, 3
Cn1cc(Br)c(C(=O)N/N=C/c2cccc(OC3CSC3)c2)n1
 : 7, 5, 101, 3, 2, 102, 97, 19
c1ccc(CNc2ncnc3c2ncn3C2CCCCO2)cc1 (stereo unspecified)
 : -12, -10, 94, -5, 4, 102, 101, 16
COC(=O)c1c(C#N)c(N)nc2c1CCC2
 : 0, -12, 95, 4, -4, 97, 92, 1
O=C(Nc1ccccc1)N1CCCC(CNS(=O)(=O)Cc2ccccc2)C1 (stereo unspecified)
 : 8, 1, 97, 1, -1, 97, 92, 0
O=C(NCC(=O)N1CC=C(c2ccccc2)CC1)c1ccco1
 : 11, 4, 107, -2, 0, 102, 109, 2
c1ccc(C2CNCc3c2ccc2ccccc32)cc1 (stereo unspecified)
 : -23, -7, 97, -1, 3, 99, 92, 16
CC(C)c1ccc(NC(=O)C(c2ccccc2)N2CCN(C(=O)c3ccco3)CC2)cc1 (stereo unspecified)
 : 2, 8, 93, 1, -2, 93, ·, 3
CCC1(C)NC(=O)N(CC(=O)Nc2cc(C)on2)C1=O (stereo unspecified)
 : ·, ·, 94, -4, 6, 95, 96, 0
O=S(=O)(c1cccs1)N1CCC2(CC1)OCCN2S(=O)(=O)c1ccccc1
 : -15, -3, 101, 3, -2, 104, 100, -2
CCC(=O)Nc1ccc(Cl)c(NC(=O)c2cccc(OC)c2)c1
 : -17, -4, 99, -10, 7, 96, 104, -4
COc1ccc(C)cc1S(=O)(=O)NC1CCCCCC1
 : -6, 5, 100, -1, 0, 95, 83, -1
COc1ccc(CN2CC[C@@H](N3CCOCC3)[C@H](O)C2)cc1F
 : 0, 1, 106, 3, -2, 108, 93, 2
CC1CCCC(C)N1C(=O)Cn1nnc(-c2ccc([N+](=O)[O-])cc2)n1 (stereo unspecified)
 : -13, 1, 94, 1, 5, 99, 89, -1
O=C(N/N=C/c1ccc([N+](=O)[O-])o1)c1cn2ccc3ccccc3c2n1
 : 6, -18, 99, -8, -4, 95, 102, -3
O=C(CCCN1C(=O)c2ccccc2C1=O)NCc1ccco1
 : 2, 3, 99, -6, 11, 99, 96, -3
COCCCNC(=O)C1CCN(C(=O)Nc2ccc(Cl)cc2)CC1
 : -15, -5, 102, -2, 5, 97, 100, 1
CCSc1nnc(NC(=O)c2nn(C(C)C)c(=O)c3ccccc23)s1
 : 11, 4, 102, 1, 1, 100, 92, 8
Cc1nnc2sc(SCC(=O)N3CCCCC3)nn2c1=O
 : -15, 0, 103, -3, -6, 131, 116, 1
COc1ccccc1N1CCN(S(=O)(=O)c2cccs2)CC1
 : 3, 0, 98, 6, -5, 96, 97, 3
CCn1c(CSc2nnc3ccccn23)nc2cc(C(=O)O)ccc21
 : 30, 45*, 101, 4, -8, 92, 94, 2
CC(=O)N/C(=C\c1ccc(F)cc1)C(=O)NC(Cc1ccccc1)C(=O)O (stereo unspecified)
 : -18, -2, 99, -1, 3, 99, 96, 3
CC1CCN(CC(=O)Nc2cccc(C(=O)Nc3cccc(C(F)(F)F)c3)c2)CC1
 : -10, 1, 108, -3, -1, 114, 105, 1
Cc1ccc(S(=O)(=O)N2CCOC2CNC(=O)C(=O)NCCc2c[nH]c3ccccc23)cc1 (stereo unspecified)
 : -15, 6, 102, 0, 3, 106, 88, 9
Cc1nnc(Oc2ccccc2)c2ccccc12
 : 1, -6, 101, 1, -9, 101, 105, 12
Cc1ccc(CC(=O)Nc2nnc(-c3ccc(F)cc3)o2)c(C)c1
 : -14, -10, 102, -1, 10, 102, 107, 1
Cc1nc2cc(C(=O)O)ccc2n1-c1ccc(F)cc1F
 : -22, 8, 106, 14, -6, 102, 106, -3
CCOC(=O)CN1C(=O)CN(c2ccc(C)cc2)C1=O
 : -7, 4, 107, 4, -4, 93, 99, 8
Cc1ccc(-c2n[nH]c(=S)n2-c2ccccc2)cc1
 : -1, -6, 96, -15, -14, 92, 97, -1
Cc1ccc(OCC(=O)NNC(=O)C2CCCO2)c(C)c1 (stereo unspecified)
 : 14, 0, 99, 3, 9, 92, 104, 3
Cc1ccn2c(C(=O)NN=C3CCCCCCC3)c(C)nc2c1
 : 5, -1, 103, 20, 1, 111, 100, 8

A different layout for part of the listing above.
Cc1nc2cc(C(=O)O)ccc2n1-c1ccc(F)cc1F
  ZTA counter = -22; EBNA-1 inhibitor = 8; RPL19A-GFP yeast = 106; procasp7 counter = 14; proCasp3 act = -6; MEP2-GFP yeast = 102; LAP4-GFP MLPCN = 106; AHR activator = -3
CCOC(=O)CN1C(=O)CN(c2ccc(C)cc2)C1=O
  ZTA counter = -7; EBNA-1 inhibitor = 4; RPL19A-GFP yeast = 107; procasp7 counter = 4; proCasp3 act = -4; MEP2-GFP yeast = 93; LAP4-GFP MLPCN = 99; AHR activator = 8
Cc1ccc(-c2n[nH]c(=S)n2-c2ccccc2)cc1
  ZTA counter = -1; EBNA-1 inhibitor = -6; RPL19A-GFP yeast = 96; procasp7 counter = -15; proCasp3 act = -14; MEP2-GFP yeast = 92; LAP4-GFP MLPCN = 97; AHR activator = -1

Next results follow.
Under each structure – ZTA counter, EBNA-1 inhibitor, RPL19A-GFP yeast, procasp7 counter, proCasp3 act, MEP2-GFP yeast, LAP4-GFP MLPCN, AHR activator
CCOc1cccc(C(=O)N/N=C/c2coc3ccccc3c2=O)c1
 : -12, 3, 100, -1, 6, 93, 93, 5
CC(C)NC(=O)CN1C(=O)CSc2ccc(S(=O)(=O)N3CCCC3)cc21
 : -24, -3, 94, -1, 7, 90, 95, 2
COc1cc(CN2CCN(Cc3ccc(SC)cc3)CC2)cc(OC)c1O
 : 14, 12, 103, -6, -6, 102, 96, -1
O=C(Oc1ccc(Cl)cc1N1C(=O)CCC1=O)c1ccco1
 : -11, -5, 100, 0, 6, 102, 104, 1
N#Cc1cn(CC(=O)NCC2CCCO2)c2ccccc12 (stereo unspecified)
 : 0, 7, 105, 11, -3, 116, 106, 12
COC(=O)N/N=C/c1cn(CCOc2cccc(OC)c2)c2ccccc12
 : 9, -1, 97, 15, 0, 101, 96, 32
Cc1ccc(S(=O)(=O)NCC(=O)N(CC(=O)NCC2CCCO2)Cc2ccco2)cc1 (stereo unspecified)
 : 9, 4, 98, 8, -2, 102, 93, 1
